Screens as filed in PubChem BioAssay.
OXTR potentiator – potentiators of human oxytocin receptor; AID 2445; activation, % at 3 µM; 0.061% of 320,000 active; CHO-OTR cells, Fluo-8 calcium fluorescence, potentiator mode; 0% = oxytocin EC15, 100% = EC100;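 active means activation above that plate's cutoff, the mean activation of tested compounds plus 3 SD, cut at about 6.6% in these data, passing the limit was not always enough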;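 further: 100% uses oxytocin at 75 nM as the full agonist control; some results filed as inactive read as strong as hits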
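Assay system: CHO cell line stably expressing human OTR | Also added: Oxytocin at about EC15, sub-maximal agonist stimulus | Times: Compound 6 min at room temperature before oxytocin, 100 s read | Measured by: Fluo-8 intracellular calcium fluorescence, ex 470-495, em 515-575 nm | Controls: EC15 oxytocin alone as 0%, 75 nM oxytocin as 100%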
TAAR1 agonist – human TAAR1 agonism; CHO RD-HGA16 TAAR1, Fluo-8 calcium fluorescence; vehicle wells 0%, saturating PEA agonist 100%; AID 624467; activation, % at 3 µM; Q96RJ0; 0.99% of 360,000 active;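 active means activation above the mean activation of all test compounds in the run plus 3 SD, cut at about 38% in these data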
Target sequence (Q96RJ0 whole entry, looked up): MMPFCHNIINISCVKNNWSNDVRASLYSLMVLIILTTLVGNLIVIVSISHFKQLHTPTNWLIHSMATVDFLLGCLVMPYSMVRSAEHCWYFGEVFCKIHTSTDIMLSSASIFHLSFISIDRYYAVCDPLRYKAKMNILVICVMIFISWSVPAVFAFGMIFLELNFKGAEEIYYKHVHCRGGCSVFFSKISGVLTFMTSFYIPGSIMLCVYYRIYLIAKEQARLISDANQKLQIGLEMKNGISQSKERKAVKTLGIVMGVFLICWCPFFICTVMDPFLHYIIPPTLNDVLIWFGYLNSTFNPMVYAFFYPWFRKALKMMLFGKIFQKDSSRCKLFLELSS
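Test system: RD-HGA16 (CHO) cells co-expressing Gα16 and hTAAR1 / Benchmarks: DMSO vehicle as 0%, PEA at EC100 as 100% / Repeats: no replicates (n 1) / Measure: % activation from peak over basal fluorescence ratio, DMSO-to-PEA scaled / Timing: 17-24 h plating, Fluo-8 75 min 37 °C, 30 min RT / Technique: kinetic Fluo-8 calcium fluorescence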
CHO parental Ca – counter-screen for OX1R antagonists: effect in parental CHO cells; parental CHO-K1, ATP-induced calcium, Fluo-8 fluorescence; inhibition, % at 5.6 µM; 0.63% of 330,000 active;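 active means inhibition above that plate's mean sample inhibition plus 3 SD, cut at about 26% in these data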;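 further: 0% = ATP-challenged DMSO wells and 100% = DMSO wells without ATP; some compounds past the cut are filed as inactive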
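Assay system: parental CHO cells; Read-out basis: percent inhibition of ATP-evoked calcium rise, normalized to controls; Benchmarks: ATP and no-ATP DMSO wells; Compound dosing: single nominal dose of 5.6 µM per compound; Signal: Fluo-8 calcium dye fluorescence; Also added: ATP as calcium-mobilizing challenge; Repeats: singlicate.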
CHO-K1 Ca antag – M1 antagonist counterscreen hit in parental CHO-K1 cells | ATP-induced calcium, Fluo-8 fluorescence | inhibition, % at 3 µM | 0.6% of 360,000 active;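 active means inhibition above a per-plate cutoff, the plate's mean sample inhibition plus 3 SD, cut at about 24% in these data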;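 further: 0% = DMSO plus EC80 ATP and 100% = DMSO alone without ATP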
CHO-K1 Ca PAM – M1 PAM counterscreen hit in parental CHO-K1 cells; ATP EC20, Fluo-8 calcium fluorescence; 0% at ATP EC20, 100% at ATP max; AID 602247; activation, % at 3 µM; 0.02% of 360,000 active;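 active means activation above the run cutoff, the mean activation of all test compounds plus 3 SD, cut at about 40% in these data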;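 further: peak over basal fluorescence ratio in a 140 s read after ATP addition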
TAAR1 antag – antagonists of human TAAR1. CHO RD-HGA16 TAAR1, Fluo-8 calcium fluorescence, antagonist. inhibition, % at 3 µM. 1.5% of 360,000 active;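 active means inhibition above a per-plate cutoff, the mean inhibition of test compounds on that plate plus 3 SD, cut at about 49% in these data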;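 further: 0% = DMSO plus EC80 beta-PEA response and 100% = DMSO alone without agonist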
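System: RD-HGA16 CHO cells with stable hTAAR1 and Gα16 | Probe or stimulus: EC80 β-phenethylamine stimulus | Dosing: 3 µM, single point | Times: Dye loading 75 min at 37 °C, then 30 min room temperature | Measured by: Fluo-8 calcium-sensitive fluorescence | Read-out basis: % inhibition of agonist calcium response | Replicates: n of 1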
CHRM1 agonist – activates human CHRM1 receptor | 0.33% of 360,000 active | AID 588814 | CHO-K1 hM1, Fluo-8 calcium fluorescence, agonist mode; 0% DMSO, 100% acetylcholine EC100 | activation, % at 3 µM | P11229;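 active means activation above the run's mean compound activation plus 3 SD, cut at about 16% in these data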;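 further: peak over basal fluorescence ratio within a 140 s kinetic read after compound addition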
V1R ag counter – V1a receptor agonism, counter-screen for OXTR agonists | P37288 | CHO-V1R cells, Fluo-8 calcium fluorescence, agonist mode; 0% DMSO, 100% 3 nM vasopressin | activation, % at 3 µM | 0.25% of 320,000 active | AID 2797;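 active means activation above the mean activation of all tested compounds plus 3 SD, per screening run, cut at about 20% in these data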;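 further: signal is peak over basal fluorescence ratio across a 100 second FLIPR read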
Target sequence (P37288 whole entry, looked up): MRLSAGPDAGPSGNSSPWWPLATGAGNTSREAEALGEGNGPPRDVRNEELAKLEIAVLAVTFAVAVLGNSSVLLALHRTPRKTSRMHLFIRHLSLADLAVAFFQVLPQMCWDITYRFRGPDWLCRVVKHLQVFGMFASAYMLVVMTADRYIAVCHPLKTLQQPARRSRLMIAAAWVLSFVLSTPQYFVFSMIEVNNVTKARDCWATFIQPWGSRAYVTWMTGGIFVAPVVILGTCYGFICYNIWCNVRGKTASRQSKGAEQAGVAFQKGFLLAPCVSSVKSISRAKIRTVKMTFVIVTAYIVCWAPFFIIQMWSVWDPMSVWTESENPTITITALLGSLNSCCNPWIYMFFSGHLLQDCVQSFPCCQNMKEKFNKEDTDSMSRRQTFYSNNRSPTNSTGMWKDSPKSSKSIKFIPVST
M1 ag parental – M1 agonist counterscreen hit in parental CHO-K1 cells. 0.48% of 360,000 active. activation, % at 3 µM. Fluo-8 calcium fluorescence; scaled to maximal ATP response, vehicle zero. AID 602248; in the data active means activation above about 15%;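 further: untransfected CHO-K1 host cells lacking M1 receptor as counterscreen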
* hit, by the source's call; . = not tested or not shown.

SMILES	OXTR potentiator	TAAR1 agonist	CHO parental Ca	CHO-K1 Ca antag	CHO-K1 Ca PAM	TAAR1 antag	CHRM1 agonist	V1R ag counter	M1 ag parental
CCC(C)OC(=O)C(C)Oc1ccc(-c2ccccc2)cc1 (stereo unspecified)	-3	12	-19	-7	16	9	-3	0.5	0.3
CCCn1c(O)c(CN2CCCC(C)C2)c(C)c(C#N)c1=O (stereo unspecified)	-14	96*	2	15	-5	35	4	1.1	0.5
Cc1ccc(CNC(=O)C2CCCN(c3nc4ccccc4o3)C2)cc1 (stereo unspecified)	-2	5	-11	0	-1	-23	-3	-1.0	-0.4
CCN(CC)C(=O)c1cccc(NC(=O)c2cc(-c3ccccn3)nc3ccccc23)c1	-7	17	-15	-4	8	49*	-2	2.4	5.6
CCOC(=O)C(C(=O)OCC)C(Nc1ccc(Br)cc1)c1ccccc1 (stereo unspecified)	5	-1	-5	2	21	18	-2	0.0	0.0
COc1cc(O)oc1C=Nc1ccccc1	-12	2	-11	-2	8	-14	-3	0.0	-0.2
COc1ccc(C(CC(=O)O)c2ccc3c(c2)OCO3)cc1 (stereo unspecified)	-16	0	3	0	12	-8	0	0.3	0.5
Cc1nc(-c2ccncc2)sc1C(=O)Nc1ccc(Cl)cc1	-3	7	-24	-2	16	5	-10	2.5	2.1
Cc1cc(Br)cc(Br)c1OCC(=O)NNC(=O)Nc1ccccc1	-4	5	-20	2	-6	-1	-3	-0.5	-0.2
CCOC(=O)C1CCN(C(=O)Nc2ccc(NC(=O)C3CCN(C(=O)OCC)CC3)cc2)CC1	-7	4	-5	-7	12	5	1	-0.2	0.3
COc1ccc(NC2CCCN(C(=O)CCN3CCCO3)C2)cc1 (stereo unspecified)	-1	2	-12	-11	1	-5	-3	0.0	0.6
Cc1ccc(NC(=O)COC(=O)c2ccc(Br)o2)cc1S(=O)(=O)N1CCCCC1	-9	0	-15	-5	-4	6	-4	3.5	3.1
CCOc1ccc2c(c1)OC(c1ccc(OC)cc1)(C(F)(F)F)NC2=O (stereo unspecified)	-9	0	-13	-17	20	2	-9	1.7	0.8
O=C(O)C1C2CCC(C2)C1C(=O)NCCc1ccc(F)cc1 (stereo unspecified)	-4	78*	-8	10	-21	79*	0	0.4	-0.4
COC(=O)c1sc(SC)c(S(=O)(=O)C(C)C)c1N/N=C(\C#N)S(=O)(=O)c1ccccn1	-1	0	-13	-4	15	-25	-7	-2.1	0.1
O=S(=O)(NC1=NCCCCC1)c1ccc(Cl)cc1Cl	-9	13	-5	-3	-10	-20	-4	0.8	0.4
CC1CN(C2CCCCC2)C(=O)NC1=O (stereo unspecified)	.	3	.	-7	9	0	-3	.	0.8
COc1ccc(Cl)cc1N1C(=NC(=O)C2CCCO2)SC2CS(=O)(=O)CC21 (stereo unspecified)	-15	3	5	-10	14	-41	-1	0.1	0.6
COc1cc(C2C=C(Nc3ccccc3)C(=O)N2c2ccccc2)ccc1O (stereo unspecified)	-10	6	0	0	7	7	1	2.7	1.1
CCOC(=O)C1=C(COc2ccccc2)NC(=O)NC1c1ccc2ccccc2c1 (stereo unspecified)	-2	2	-17	.	.	10	.	1.1	.
O=C(NNc1ccc(Cl)cc1)C1CCC1	-5	4	7	-4	22	-6	-5	1.1	1.4
CC(NC(=O)COc1ccc(Br)cc1)C1CCCO1 (stereo unspecified)	-7	1	-13	6	2	-19	-1	0.5	0.1
COC(CNC(=O)c1ccc2nc3ccccc3c(=O)n2c1)OC	-13	1	-9	-7	9	3	-3	2.5	1.1
O=S(=O)(c1cc(F)ccc1F)N1CCC2(CC1)OCCO2	-3	0	-1	21	-24	4	-2	0.0	0.0
COc1ccc(N2CCN(C(=O)CCNS(=O)(=O)c3ccc(Br)s3)CC2)cc1	-13	4	2	4	6	-1	3	8.3	2.4
Cc1[nH]nc2c1C(=O)CC(C)(C)C2	-7	6	11	1	14	0	4	2.2	0.2
CCCCn1nnnc1SCC(=O)Nc1cccc(C)c1	0	-3	4	-23	-5	11	-4	-0.5	1.5
Cc1ccc(S(=O)(=O)NCc2ccc(C(=O)N3CCN(c4ccccn4)CC3)cc2)cc1	-8	8	-11	1	7	12	-2	3.8	2.1
COC(=O)c1oc2ccccc2c1NC(=O)/C=C/C(=O)O	-6	8	-18	-4	-7	5	-3	1.5	-0.2
Cc1cc(C)cc(N(CC(=O)O)S(=O)(=O)c2c(C)[nH]c(=O)[nH]c2=O)c1	-11	6	-16	1	1	-5	-1	1.4	0.1
CCCCCNCc1ccc(Cl)cc1	3	6	-11	-3	6	4	-4	0.8	13
N#CC1(c2ccccc2)CCCN1C(=O)c1ccc(Br)o1 (stereo unspecified)	-5	6	-25	-6	3	-21	-4	-0.7	0.5
CC(=O)c1ccc(N2CCN(C(=O)c3ccc(NC4=NC5CS(=O)(=O)CC5S4)cc3)CC2)cc1 (stereo unspecified)	-4	0	-1	-16	28	-18	-7	1.5	0.8
COc1ccc(CC(=O)NCC2CCCN(Cc3cc(OC)cc(OC)c3)C2)cc1 (stereo unspecified)	-5	5	-17	-2	3	-12	-7	2.7	2.5
COc1cccc(-c2cc3nc(-c4ccccc4)cc(=O)n3[nH]2)c1	-12	5	2	-8	1	13	-3	5.4	1.0
COC(=O)c1ccc2nc(C3CCCCC3)c(Cc3ccccc3)n2c1	.	1	.	-11	-6	-28	-2	.	-0.2
O=C(NN1CCCCC1)c1cccc2ccccc12	-5	0	1	-8	20	7	-2	1.1	2.6
CN=c1nc(-c2ccccc2)n(-c2ccccc2)s1	-1	1	-23	22	-4	-8	-4	0.7	0.0
O=C(Nc1ccc2nc(-c3ccccc3)oc2c1)c1ccco1	-4	9	-2	-6	10	12	-2	0.8	1.2
COc1ccc(N(CN2C(=O)c3ccccc3C2=O)C(=O)C(C)C)cc1	-11	9	-4	0	2	-15	-3	-0.2	0.0
O=[N+]([O-])c1ccc(-c2nc(Cl)c3c(n2)CCCC3)o1	.	0	.	0	9	-16	3	.	-0.6
CCN(CC)c1ncnc2c1ncn2Cc1c(Cl)cccc1Cl	-14	9	-44	19	-6	-12	-3	-1.3	-0.5
O=C(CSCc1ccccc1)Nc1ccc2c(c1)C(=O)NC2=O	-23	5	2	7	14	10	-5	1.7	7.8
O=C(Cn1c(C(=O)O)cc2ccccc21)c1ccccc1	-2	1	0	-11	29	-13	-3	-0.6	0.9
COc1ccccc1CNc1cc(C)ccn1	-3	5	-6	-2	12	-11	-8	-0.3	0.6
CC(Nc1ccc(Cl)cc1)C(=O)NN (stereo unspecified)	-1	1	3	0	6	-13	-4	2.6	0.2
CCc1nc2c(OCc3ccc(C(F)(F)F)cc3)cccn2c1N(C)C(=O)c1ccncc1	.	2	.	3	5	-43	-6	.	0.3
COC(=O)C1=C(C(=O)OC)[C@]2([C@H]3CC=CCN[C@@H](Cc4ccccc4)C(=O)N3Cc3ccccc3)C=C[C@H]1O2	.	16	.	-18	-7	36	-4	.	-0.2

Full records as entered above. Screens in order: OXTR potentiator | TAAR1 agonist | CHO parental Ca | CHO-K1 Ca antag | CHO-K1 Ca PAM | TAAR1 antag | CHRM1 agonist | V1R ag counter | M1 ag parental
Shown for O=C(Nc1ccc2nc(-c3ccccc3)oc2c1)c1ccco1 → -4 | 9 | -2 | -6 | 10 | 12 | -2 | 0.8 | 1.2
Shown for CCN(CC)c1ncnc2c1ncn2Cc1c(Cl)cccc1Cl → -14 | 9 | -44 | 19 | -6 | -12 | -3 | -1.3 | -0.5

Following part.
SMILES	OXTR potentiator	TAAR1 agonist	CHO parental Ca	CHO-K1 Ca antag	CHO-K1 Ca PAM	TAAR1 antag	CHRM1 agonist	V1R ag counter	M1 ag parental
O=C(NCCc1ccccc1Cl)C1CCC(=O)N(CCCc2ccccc2)C1 (stereo unspecified)	2	3	-28	-3	5	-2	-2	0.9	1.2
COc1ccc(Cn2c(=O)[nH]c3cc(C(=O)N4CCN(c5ccccn5)CC4)ccc3c2=O)cc1	1	2	-18	-12	21	-16	-3	-0.4	0.4
Cc1ccccc1NC(=O)Cn1c(C)nc2ccc(NC(=O)C3CC3)cc2c1=O	5	1	-9	-19	23	16	-4	0.8	1.2
Nc1ccc(NC(=O)c2cccc(C(=O)Nc3ccc(N)cc3Cl)c2)c(Cl)c1	-13	1	-14	5	5	-1	4	0.1	0.4
CCN(CC)S(=O)(=O)c1cc(NC(=O)CN2CCN(c3ccccn3)CC2)ccc1C	-18	2	-23	-9	10	11	-6	-0.5	0.7
Cc1nc2nc(C)c(CCC(=O)NC(C)c3ccc4c(c3)OCCO4)c(C)n2n1 (stereo unspecified)	1	2	9	-1	5	-11	-6	-0.1	0.5
Cc1ccc(S(=O)(=O)N(C)Cc2ccc(C(=O)N/N=C/c3ccc(OC(F)F)cc3OC(F)F)cc2)cc1	-5	4	6	4	0	47	-4	1.5	3.3
C[C@H]1CN([C@@H](C)CO)C(=O)Cc2cc(NS(=O)(=O)c3cn(C)cn3)ccc2O[C@@H]1CN(C)C(=O)Nc1ccc(F)cc1	-5	8	-5	-10	17	4	-5	0.7	0.1
O=C(Cc1ccc(-n2c(=O)[nH]c3ccccc3c2=O)cc1)N1CCN(c2cccc(Cl)c2)CC1	-20	13	-11	-2	-1	19	-4	3.0	2.7
CCC(c1nnnn1CCOC)N(Cc1ccc(C)cc1)Cc1cc2cc(OC)ccc2[nH]c1=O (stereo unspecified)	-3	2	-25	6	20	-6	-4	-0.4	2.1
CCOc1ccc(CN2CCN(CCCc3ccccc3)CC2CCO)cc1 (stereo unspecified)	-8	4	-13	-5	18	-24	-9	0.0	0.9
COc1ccc2nc(NC(=O)CSc3nc4ccccc4o3)sc2c1	-17	3	-11	8	-3	-15	0	0.3	-0.1
Cc1cc(C)cc(Nc2ccc(C(=O)O)cc2[N+](=O)[O-])c1	3	0	-12	12	6	-27	3	-1.5	-0.5
CCOC(=O)c1ccc2nc(C)c(C)nc2c1	-8	-1	9	-1	-14	-11	-1	-1.9	-0.2
CCOC(=O)c1c(C)[nH]c(C)c1S(=O)(=O)N1CCCCC1	-10	2	17	-8	10	-5	-2	0.0	1.7

This is a random part of the collection (roughly 3.3% active in at least one column).
